GC-A act: GC-A stimulated cGMP production enhancers – HEK293 GC-A cells, cGMP TR-FRET, EC30 ANP, primary screen. AID 1671463, 2021. actives 0.14% (n = 370,000). Atrial natriuretic peptide receptor 1 (Homo sapiens), P16066. activation, % at 10 µM. 0% at EC30 ANP, 100% saturating ANP; in the data active = activation above about 40%
GAA850 FXN act: FXN promoter activators, primary screen, cell-based, luciferase luminescence, HEK293 lucGAA850 | HEK293 lucGAA850 FXN promoter luciferase reporter, 24 h; percent of 10 µM SAHA response | activation, % at 6 µM | actives 0.56% (n = 360,000) | AID 540364, 2011;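 active = activation above the average of all compounds screened plus 3 SD, cutoff fixed separately per campaign, cut at about 7.5% in these data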;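 note: 0% = DMSO wells and 100% = 10 µM SAHA wells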
DAX1 inh-1: DAX1 (NR0B1) inhibitors, primary screen, cell-based, HEK293, Gal4-DAX1, luciferase luminescence | actives 0.99% (n = 340,000) | HEK293 Gal4-DAX1 luciferase reporter | AID 504766, 2011 | Nuclear receptor subfamily 0 group B member 1 (Homo sapiens), P51843 | inhibition, % at 6.75 µM;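 active = inhibition above the mean over all tested compounds plus 3 SD, cut at about 4.2% in these data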;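 note: 0% = DAX1-transfected cells with DMSO and 100% = empty-vector control cells with DMSO; inhibition shows as a rise in luminescence from relieved DAX1 repression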
Target sequence (P51843 207-470 limits assumed): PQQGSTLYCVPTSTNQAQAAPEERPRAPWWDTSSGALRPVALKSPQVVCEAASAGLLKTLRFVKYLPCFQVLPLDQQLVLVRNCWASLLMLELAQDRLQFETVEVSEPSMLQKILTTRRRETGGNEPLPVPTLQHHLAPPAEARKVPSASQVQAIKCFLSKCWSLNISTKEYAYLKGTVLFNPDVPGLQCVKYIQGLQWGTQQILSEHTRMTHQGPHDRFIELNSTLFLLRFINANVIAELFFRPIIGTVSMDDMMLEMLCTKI
ADAM17 inh: ADAM17 inhibitors, primary screen, biochemical, QFRET | inhibition, % at 6.95 µM | actives 0.83% (n = 370,000) | recombinant ADAM17, EDANS/DABCYL FRET peptide cleavage | Disintegrin and metalloproteinase domain-containing protein 17 (Homo sapiens), P78536 | AID 720648, 2013;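 active = inhibition above the mean of compounds lying between control limits plus 3 SD, set per campaign, cut at about 8.5% in these data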;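 note: 0% = DMSO-only wells as the low control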
SMARCA2 act: SMARCA2 (BRM) function activators, primary screen, cell-based, luminescence, high throughput; activation, % at 9.1 µM; actives 1% (n = 370,000); MG213 cells, MMTV-luciferase reporter, dexamethasone, overnight; in the data active = activation above about 7.8%;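 note: 0% = vehicle wells and 100% = reference activator wells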
hcDAF-12 act: H. contortus DAF-12 nuclear receptor activators, primary screen, cell-based, luminescence, HEK293, lit1-tk-luc reporter; activation, % at 6.8 µM; HEK293 hcDAF-12 lit1-tk-luc reporter; 0% DMSO, 100% Δ7-dafachronic acid; actives 1.4% (n = 370,000); AID 652067, 2013;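 active = activation above the mean of all tested compounds plus 3 SD, cut at about 5.5% in these data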;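 note: 100% = response to 3 µM Δ7-dafachronic acid high control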
ADAM10 inh: human ADAM10 inhibitors, primary screen, biochemical, QFRET, HTS; Disintegrin and metalloproteinase domain-containing protein 10 (Homo sapiens), O14672; recombinant ADAM10, EDANS/DABCYL FRET peptide cleavage, 3 h; inhibition, % at 7 µM; actives 0.62% (n = 370,000); AID 720582, 2013;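 active = inhibition above a per-campaign cutoff equal to the mean of compounds falling between control-based bounds plus 3 SD, cut at about 20% in these data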;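 note: 0% = DMSO wells while the 100% control is not disclosed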
Target sequence (O14672 214-748 limits assumed): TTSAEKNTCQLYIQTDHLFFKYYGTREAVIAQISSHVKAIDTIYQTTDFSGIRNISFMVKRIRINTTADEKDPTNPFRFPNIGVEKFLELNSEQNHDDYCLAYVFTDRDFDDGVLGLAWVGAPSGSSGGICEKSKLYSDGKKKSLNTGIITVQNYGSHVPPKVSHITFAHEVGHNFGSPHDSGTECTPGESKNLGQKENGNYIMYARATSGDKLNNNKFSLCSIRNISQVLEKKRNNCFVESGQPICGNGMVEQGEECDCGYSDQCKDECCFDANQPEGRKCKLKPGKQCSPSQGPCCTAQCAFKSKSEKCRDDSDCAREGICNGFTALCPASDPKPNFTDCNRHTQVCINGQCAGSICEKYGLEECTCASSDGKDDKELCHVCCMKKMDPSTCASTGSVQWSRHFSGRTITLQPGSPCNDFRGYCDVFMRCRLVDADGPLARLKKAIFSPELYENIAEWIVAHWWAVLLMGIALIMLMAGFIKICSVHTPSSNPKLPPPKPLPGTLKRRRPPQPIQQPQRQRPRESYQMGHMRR
ssDAF12 agonist: S. stercoralis DAF-12 nuclear receptor activators, primary screen, cell-based, luminescence, HEK293, GRIP1 co-expression, lit1-tk-luc; activation, % at 6.8 µM; Nuclear hormone receptor DAF-12 (Strongyloides stercoralis); actives 1% (n = 370,000); HEK293 ssDAF-12/GRIP1 lit1-tk-luc reporter; % of 3 µM dafachronic acid response;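 active = activation above the mean over all tested compounds plus 3 SD, cut at about 0.9% in these data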;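 note: 0% = DMSO-only wells and 100% = 3 µM delta7-dafachronic acid wells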
PG9 binder: binders of HIV-1 gp120 antibody PG9, primary screen, biochemical, TR-FRET; HIV-1 gp120 / PG9 antibody interaction; AID 624416, 2012; inhibition, % at 6.7 µM; actives 0.43% (n = 360,000); TR-FRET gp120-PG9 antibody binding; in the data active = inhibition above about 8.5%
DAX1 inh-2: DAX1 (NR0B1) inhibitors on StAR promoter, primary screen, cell-based, luminescence, SF-1 (NR5A1), full-length DAX-1; inhibition, % at 6.8 µM; HEK293T StAR-luciferase reporter, SF-1/DAX-1 repression relief; AID 652010, 2013; actives 1.1% (n = 370,000);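 active = inhibition above the mean over all tested compounds plus 3 SD, cut at about 3.6% in these data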;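 note: 0% = DAX-1 cells with DMSO and 100% = cells lacking DAX-1 with DMSO; higher inhibition means more luminescence from relief of DAX-1 repression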
hgDAF12 agonist: H. glycines DAF-12 receptor agonists, primary screen, cell-based, luminescence, HEK293, GAL4 fusion, UAS-luciferase | Nuclear hormone receptor DAF-12 (Heterodera glycines), GAL4 fusion | HEK293 GAL4-hgDAF12 UAS-luciferase reporter, agonist luminescence; normalized to butyrate control | activation, % at 6.8 µM | actives 1.8% (n = 370,000);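 active = activation above a cutoff set at the mean of all screened compounds plus 3 SD, cut at about 10% in these data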;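 note: 0% = DMSO wells and 100% = sodium butyrate wells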
* marks the source's active call; other numbers are inactive results; / = not tested or not shown.

SMILES	GC-A act	GAA850 FXN act	DAX1 inh-1	ADAM17 inh	SMARCA2 act	hcDAF-12 act	ADAM10 inh	ssDAF12 agonist	PG9 binder	DAX1 inh-2	hgDAF12 agonist
Cc1ccc(S(=O)(=O)NC(=O)NCCCCNC(=O)NS(=O)(=O)c2ccc(C)cc2)cc1	0	-1.4	-0.1	-5	-5	-1.1	2	-0.9	-0.8	-0.8	2.1
Oc1ccc(/C=N/Nc2ccc(Cl)nn2)cc1O	-4	5.6	1.0	-4	0	0.6	7	-0.3	-7.4	0.0	5.5
O=C(Nc1nc2cc3c(cc2s1)OCO3)C1CCCCC1	0	4.5	1.2	1	2	9.8*	10	0.3	0.1	12*	14*
CCC(C)C(NC(=O)OC(C)(C)C)C(=O)NC(CC(C)C)C(N)=O (centres undefined)	7	-0.2	2.2	-7	2	-1.3	2	-1.9	-0.8	-0.3	1.3
CCOC(=O)N1CCC(NC(=O)CN(C)S(=O)(=O)c2cc3c(cc2Cl)NC(=O)CO3)CC1	-1	-1.2	0.3	-3	-3	-1.2	-7	-0.8	1.5	-0.8	-1.2
COc1cccc(C(=O)C2CCCN(Cc3cccn3-c3ccccn3)C2)c1 (centres undefined)	-21	-3.3	-0.5	-3	-2	-1.1	2	-1.6	-1.4	-1.1	2.3
O=C(NCc1csc(-c2ccccc2)n1)c1cc(F)cc2c1OCOC2	-1	4.0	1.1	-4	1	1.7	3	0.1	-4.2	-0.1	4.6
Cc1cccc([C@H]2[C@@H]3C=CC[C@@H](C)[C@@H]3C(=O)N2Cc2ccccc2)c1	-8	0.3	-0.8	0	-3	-1.5	-6	-1.7	-0.3	0.3	0.0
O=C(Nc1ccccc1)N1CCN2C(=O)c3ccccc3C12c1ccccc1 (centres undefined)	-4	-2.4	-1.0	1	-3	-2.4	8	-0.7	-0.8	-0.1	-0.3
CCc1ccc(C2NC(c3ccc(CC)cc3)C([N+](=O)[O-])C(C)(C)C2[N+](=O)[O-])cc1 (centres undefined)	-6	2.1	0.8	-5	1	-1.1	-2	-0.9	1.8	-0.3	-0.8
Cc1noc(C)c1S(=O)(=O)N(C)C[C@H]1Oc2c(NC(=O)NC3CCCCC3)cccc2C(=O)N([C@H](C)CO)C[C@@H]1C	2	-2.2	-0.5	2	1	-1.1	6	-1.3	1.1	0.5	-2.0
COC(=O)C1(C(=O)OC)C[C@H](c2ccc(OC)cc2)N(Cc2ccccc2OC)[C@@H]1c1ccccc1	-1	/	/	-37	-6	-0.9	2	-1.1	0.0	-2.5	-1.5
C=CCNC(=S)Nc1sc2c(c1C(N)=O)CCCC2	-5	2.2	/	-9	-1	1.1	-33	-0.7	-1.8	0.1	4.2
Cc1cc2c(ncn2C)c(NS(=O)(=O)c2ccc(F)cc2)c1C	-5	-0.1	1.0	1	-1	-0.4	15	-1.0	0.6	0.4	-2.4
Cc1ccc(S(=O)(=O)Oc2ccc(/C=C3/C(=N)N4C(=NC3=O)SN=C4S(C)(=O)=O)cc2)cc1	0	1.3	1.0	-8	-1	1.3	-18	-0.9	0.3	-1.1	-0.2
O=C(c1ccccc1)c1ccc(OCC(=O)N2CCOCC2)cc1	-2	0.8	3.0	-3	-3	-1.2	0	-1.6	0.8	-0.6	5.5
CCc1c(C2(O)CCCCC2)[nH]c2ccc(C#N)cc12	-1	-4.1	0.2	-6	-1	0.0	-10	-1.4	2.3	-0.3	3.6
CCCC[C@@H]1CNCCN1CC1(c2ccccc2)CC1	-4	-1.1	-0.2	1	0	0.8	-5	-1.2	0.7	0.0	1.6
CC(=O)N1CCN(S(=O)(=O)c2cccc(C(=O)OCC(=O)N(Cc3ccccc3)C(C)(C)C)c2)CC1	-3	2.1	0.1	-4	-2	-1.1	-11	-0.7	-1.3	-0.9	-0.8
c1ccc(CCCc2nc(-c3cccnc3)no2)cc1	-1	0.6	2.7	-2	-1	-0.9	2	-0.5	-0.7	0.6	0.3
COc1ccc(NC(=O)CCN2C(=O)[C@@H]3[C@H](C2=O)[C@H]2C=C[C@@H]3C2)cc1	0	2.6	1.4	-2	1	-0.3	4	-1.2	1.4	0.7	2.1
Cc1cccc(NC(=O)c2ccc(S(=O)(=O)N3CCC(C)CC3)cc2)n1	2	-0.7	-1.3	-4	-3	-2.7	-5	-0.9	-2.1	-2.5	-5.5
CCCCCCN1C[C@H](n2cc(-c3ccc(F)cc3)nn2)[C@@H](O)C[C@@H]1c1ccccc1	-1	-0.6	1.3	2	-4	1.6	-9	-1.2	-1.7	-1.7	-0.9
O=C(CSc1ncccc1-c1nc2ccccc2[nH]1)Nc1ccc2c(c1)OCCO2	3	-5.1	-2.0	-16	-8	-6.0	-41	-3.1	-2.9	-2.6	-15
COc1ccc(OC)c(S(=O)(=O)Nc2cccnc2)c1	2	-0.7	0.6	-4	-3	-1.3	-4	-0.3	0.3	0.0	0.4
Cc1cccc(C2Nc3cccc4cccc(c34)N2)c1	-3	1.6	0.7	-5	-1	5.7*	-10	1.2*	-3.7	-0.3	-1.0
COc1ccc(NC(=O)CSc2nc(O)cc(=O)n2-c2ccccc2)cc1	-3	1.1	0.1	8	1	-0.5	8	0.0	-1.2	2.0	0.1
COc1ccc(-c2csc(C(O)c3ccc(F)c(F)c3)n2)cn1 (centres undefined)	2	2.3	/	-2	-1	-1.0	-3	-1.1	1.2	-1.9	1.3
CCCC[N+](CC#Cc1ccccc1)(CCCC)CCCS(=O)(=O)[O-]	2	0.2	-0.1	-6	0	-2.4	-13	-1.3	-1.4	0.1	-1.7
Cc1ncsc1CCC(=O)N1CCCC(Nc2ccc(F)c(F)c2)C1 (centres undefined)	-2	0.5	0.1	-6	-1	-1.6	-3	-0.8	-0.9	-0.4	-1.3
CC(C)(C)n1nc2c(c1NC(=O)Cc1ccccc1)CS(=O)(=O)C2	3	0.2	0.3	-6	-3	-0.1	-4	-1.0	0.1	0.3	-0.5
CCOC(=O)[C@@]12CCC3=C1N(CCC3)C(=O)[C@H](CC(=O)N1CCC(c3ccccc3)CC1)C2	-2	/	/	-6	-2	-0.5	2	-0.4	/	-2.4	0.3
COC(=O)[C@]12C[C@H](CC(=O)NCc3ccccc3)C(=O)N(Cc3cccc4ccccc34)C1=C[C@H](C(C)C)O[C@@H]2C1CC1	-8	/	/	8	-3	-0.5	23*	-1.4	/	-1.4	4.4
COc1c(/C=N/Nc2nc(N3CCCCC3)nc(N3CCCCC3)n2)cccc1[N+](=O)[O-]	-2	4.4	-0.7	1	0	1.3	7	-1.1	0.1	0.5	0.4
COc1cc(C(=O)NNC(=S)NC(=O)c2ccccc2C)cc(OC)c1OC	-3	-1.0	-0.7	1	-4	0.8	2	-1.3	-0.5	-1.2	-5.2
Cc1ccc(-c2csc(NC(=S)NC(=O)c3cc4ccccc4o3)n2)cc1	5	0.2	-1.4	2	-2	1.1	0	0.0	1.7	0.2	-0.2
O=C(Nc1ccccc1C(=O)N/N=C/c1ccccc1)c1ccco1	-1	5.1	-1.2	-4	0	2.6	-4	0.7	0.4	0.3	4.2
Cc1cccc(N2CCN(C(=O)c3ccoc3C)CC2)c1C	1	1.4	0.5	-6	-6	-1.2	-15	-1.8	-0.8	-0.5	0.9
CN1CCN(/N=C/c2ccc(Br)cc2)CC1	1	4.8	1.0	-2	3	0.2	-5	-0.1	-2.5	1.1	5.9
Fc1ccc(-n2nnc(-c3ccnc4ccccc34)n2)cc1	-5	5.9	2.9	-2	5	4.0	2	-0.1	2.1	0.7	5.3
O=S(=O)(c1ccc(F)cc1)N1CCN(CC(O)COc2ccccc2F)CC1 (centres undefined)	-1	-2.4	-0.1	-3	-2	-0.9	-6	-1.8	-0.7	0.2	1.3
O=C(c1cccs1)N1C[C@H](n2cc(C3CC3)nn2)[C@@H](O)C[C@@H]1c1ccc(Cl)cc1	-6	-2.6	0.6	3	-6	-0.3	-12	-1.2	-2.6	-1.1	-0.3
CCCCCCC12C(=Cc3cc4c(cc31)OCCO4)c1cc(OC)c(OC)cc1C(CC(=O)NCc1ccccc1)N2C(=O)OC (centres undefined)	1	/	/	-6	-3	-1.0	-25	-1.1	0.0	-0.7	1.4
O=C1CCCN1CN1CCCCC1	/	-0.1	-0.1	0	0	0.7	3	-1.6	-2.6	0.7	-0.8
O=C(Oc1cccnc1)c1cc(S(=O)(=O)N2CCOCC2)ccc1Cl	1	-0.8	1.1	-7	-3	-2.8	3	-1.4	0.0	0.3	0.0
COc1ccc(C(=O)Sc2nncc3ccccc23)cc1	2	-0.5	0.1	6	-3	-0.3	18	-1.0	-3.3	-0.2	1.8
CCOC(=O)Cc1csc(SCc2cc(=O)oc3cc(O)ccc23)n1	4	1.3	0.6	-26	-4	-0.7	-111	-1.6	-1.8	-0.5	-0.5
O=C(OCC(=O)N1CCN(S(=O)(=O)c2ccc(Cl)cc2)CC1)C1CCC1	2	-0.9	0.0	-3	-1	-1.3	-3	-0.7	0.7	-0.2	-0.7
CN1CCn2c1nc(N1CCCCC1)nc2=O	0	-0.4	0.6	-2	2	1.2	1	-1.3	0.0	0.2	1.0
CCOC(=O)c1cnc(SCc2ccc(C)cc2)nc1N	3	7.8*	0.6	4	2	1.2	10	-0.4	-2.5	1.4	6.7
Cc1nn(C)c2nc(-c3cccs3)cc(C(F)(F)F)c12	-3	-0.1	0.5	-8	0	-2.0	-21	-0.8	-1.3	0.3	2.3
COc1ccc(Br)cc1C(=O)N/N=C/c1ccc2c(c1)n(C)c(=O)n2C	6	0.3	0.5	-18	-1	-2.7	-70	-1.7	1.0	-0.7	2.4

Source: PubChem BioAssay (several laboratories)
